RBX1-CUL1 inh = inhibitors of human ROC1-CUL1 ubiquitin ligase activity; inhibition, % at 10 µM; hit rate 0.6% among 140,000; in vitro K48 di-Ub FRET, acceptor:donor ratio, 45 min; P62877+Q13616; in the data active = inhibition above about 25%
Target sequence (P62877 whole entry, looked up): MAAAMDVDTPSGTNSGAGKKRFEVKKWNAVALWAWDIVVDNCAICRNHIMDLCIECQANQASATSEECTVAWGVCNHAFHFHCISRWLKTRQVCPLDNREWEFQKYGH
Target sequence (Q13616 whole entry, looked up): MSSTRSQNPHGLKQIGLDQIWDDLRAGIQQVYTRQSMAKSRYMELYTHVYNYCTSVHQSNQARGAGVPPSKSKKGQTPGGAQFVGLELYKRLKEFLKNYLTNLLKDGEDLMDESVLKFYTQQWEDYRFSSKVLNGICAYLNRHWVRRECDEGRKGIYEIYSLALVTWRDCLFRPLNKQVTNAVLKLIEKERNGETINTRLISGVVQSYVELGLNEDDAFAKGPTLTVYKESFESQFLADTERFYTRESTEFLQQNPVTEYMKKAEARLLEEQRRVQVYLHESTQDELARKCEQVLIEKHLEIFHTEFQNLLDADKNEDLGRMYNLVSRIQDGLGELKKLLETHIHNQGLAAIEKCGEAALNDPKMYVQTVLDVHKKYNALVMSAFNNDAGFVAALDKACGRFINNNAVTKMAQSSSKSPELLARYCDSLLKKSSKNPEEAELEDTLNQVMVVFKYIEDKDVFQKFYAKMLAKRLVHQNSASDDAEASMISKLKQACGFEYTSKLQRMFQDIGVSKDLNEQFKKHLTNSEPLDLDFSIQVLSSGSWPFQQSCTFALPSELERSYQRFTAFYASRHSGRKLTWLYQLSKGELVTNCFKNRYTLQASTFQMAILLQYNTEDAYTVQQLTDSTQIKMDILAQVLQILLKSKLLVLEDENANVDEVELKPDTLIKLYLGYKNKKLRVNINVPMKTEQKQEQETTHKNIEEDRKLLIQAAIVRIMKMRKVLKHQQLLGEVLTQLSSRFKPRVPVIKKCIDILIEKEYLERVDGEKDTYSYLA
Starred values were filed as active, the others as inactive. This is a subset, so the mix of outcomes need not match the whole.

SMILES | RBX1-CUL1 inh
COc1ccc(Br)cc1[C@H]1Nc2ccc(S(=O)(=O)Nc3cccc(C)c3)cc2[C@H]2C=CC[C@H]21 | 2.6
COc1cccc(/C=C/c2nc(C#N)c(NC3CCCCC3)o2)c1 | -2.6
Cc1ccc(OCCOCCNC2CCCC2)c(I)c1 | 4.0
Cc1ccc(C2c3[nH]c4ccccc4c3CCN2C(=O)CSCc2ccc(F)cc2)cc1 (stereo not drawn) | -4.1
Cc1cc(C)c2c(=O)nc(SCc3ccccc3C)n(C3CC3)c2n1 | 1.9
CCN1/C(=C\C=C/C2C=Cc3ccccc3N2CC)C=Cc2ccccc21 (stereo not drawn) | 57.0*
O=C(COc1ccc2ccccc2c1)N/N=C/c1cc([N+](=O)[O-])ccc1N1CCOCC1 | 21.1
CC(=O)N(C)c1ccc(-c2cccc(-c3ccn[nH]3)c2)cc1 | 3.3
CCN1C(=O)/C(=C\c2ccc(OC)cc2OC)C(=O)NC1=S | 2.1
CCC(C)Oc1ccc(C=C2C(=O)c3ccccc3C2=O)cc1OC (stereo not drawn) | -4.5
CC1(c2ccccc2)CC(c2ccccc2)=C(C#N)C(=O)N1 (stereo not drawn) | 2.4
COc1cc2nc(-c3ccc(Br)o3)oc(=O)c2cc1OC | -8.4
O=C(Oc1ccc(OC(=O)c2ccco2)c(S(=O)(=O)c2ccc(Cl)c(Cl)c2)c1)c1ccco1 | -8.2
Cc1ccc(C)c(NC(=S)NC(=O)c2ccccc2Cl)c1 | 14.7
Cc1cc(C)c2c(=O)cc(C(=O)Nc3sc4c(c3C#N)CCCC4)oc2c1 | -1.7
O=C(CN1CCN(S(=O)(=O)c2cc(Cl)ccc2Cl)CC1)Nc1cccc(F)c1 | -6.4
CCCNC(=O)c1nnn(-c2cccc(Cl)c2C)c1C | 1.2
O=S(=O)(N=P(c1ccccc1)(c1ccccc1)N1CCOCC1)c1ccccc1 | 1.4
COc1ccc(C(=O)c2oc3ccccc3c2NC(=O)COc2c(C)cc(C)cc2C)cc1 | -4.0
OC1c2ccccc2CCc2sccc21 (stereo not drawn) | -2.5
CC1(C)CC(=O)C2C(=NC3=C(C(=O)c4ccccc43)C2c2ccccc2)C1 (stereo not drawn) | 2.3
CCOC(=O)c1ccc(NC(=S)N2CCC(C(=O)OCC)CC2)cc1 | 2.2
Nc1c(C(=O)Oc2ccccc2)sc2nc(-c3ccccc3)ccc12 | -1.2
C=CCOc1ccc(/C=C2/SC(N3CCOCC3)=NC2=O)cc1 | -2.1

Of the compounds above, these have four or more nitrogen atoms:
SMILES | RBX1-CUL1 inh
O=C(COc1ccc2ccccc2c1)N/N=C/c1cc([N+](=O)[O-])ccc1N1CCOCC1 | 21.1
CCCNC(=O)c1nnn(-c2cccc(Cl)c2C)c1C | 1.2

(listing goes on)
SMILES | RBX1-CUL1 inh
Fc1ccc(CN2CCOc3ccc(CN4CCC(Oc5cccnc5)CC4)cc3C2)cc1 | 7.1
COc1ccc(C(=O)N2CCc3onc(-c4ccc(Cl)cc4)c3C2)cc1 | 1.2
Cc1ccc(N2CC(C(=O)NCc3nnnn3-c3ccc(C)c(C)c3)CC2=O)cc1 (stereo not drawn) | -5.2
O=C1CCCN1CC1CCCN(c2nc3nonc3nc2NC2CCCC2)C1 (stereo not drawn) | 0.1
CCOCCN1CCN(C2Cc3cc(Cl)ccc3Sc3ccccc32)CC1 (stereo not drawn) | 3.5
O=C1C=C(N(CCO)CCO)C2(CCCCC2)O1 | -6.9
Cc1cc2c(c(=O)o1)C(c1ccccc1Cl)C(C#N)C(=N)O2 (stereo not drawn) | -0.4
CCCC12CN(C(=O)Cc3ccccc3)CC(CCC)(CN(C(=O)Cc3ccccc3)C1)C2=O | -3.4
O=C(NC(=O)c1cccc(F)c1)Nc1ccc(-c2cc(C(F)(F)F)nn2-c2ccccc2)cc1 | -6.7
CCc1cc2c(cc3c(=O)n(CC(=O)NCCc4ccc(OC)cc4OC)nc(CC)n32)s1 | 2.0
COc1ccc(Cc2c(C)nn(-c3nc(C)c(C(=O)Nc4cccc(C(C)=O)c4)s3)c2C)cc1 | -1.0
CCn1c(SCC(=O)Nc2ccc(OC)cc2)nnc1C(C)Oc1ccccc1 (stereo not drawn) | 1.1
Cc1nn(CC(=O)NCc2cccc(F)c2)c(=O)c2c(C)n(-c3ccc(Cl)cc3)nc12 | -2.6
COc1ccc(N(C)S(=O)(=O)c2ccc3c(c2)n(C)c(=O)c(=O)n3C)cc1 | 2.0
COc1cc(N2CCCC2)c(OC)cc1CC1=NC(=O)N(c2cccc(Cl)c2)C1=O | -3.8
O=S(=O)(Nc1cccc(N2CCC(NCCc3cccs3)CC2)c1)c1ccc(F)cc1 | -0.8
Cc1cccc(CS(=O)(=O)N2CCOCC2)c1 | -0.4
CC(C)(O)C#Cc1ccc(C(=O)N2CCCC2c2ccc(C(N)=O)s2)o1 (stereo not drawn) | -11.9
Cc1ccc(-c2cn3c(n2)sc2cc(C(=O)NCCC4=CCCCC4)ccc23)cc1 | 4.7
CC(C)(C)c1ccc(/C=C/C(=O)Nc2ncccn2)cc1 | 0.8
COCc1c(C(=O)NCC2(N3CCCCC3)CCCCC2)cnn1-c1nccc(-c2cccs2)n1 | 7.7
c1ccc2c(c1)ccc1nsnc12 | -1.5
COc1cc(NC(=O)Cn2nc3c(cc2=O)CC(C)CC3)cc(OC)c1OC (stereo not drawn) | -6.8
CC1CCN(S(=O)(=O)Cc2cccc(Cl)c2)CC1 | 12.2
O=C(CN1Cc2ccccc2OC(c2ccsc2)C1)NCc1nc(-c2ccccc2)cs1 (stereo not drawn) | 2.0
COc1ccc(-c2noc(-c3ccc(N(C)CCO)nc3)n2)cc1 | -6.4
O=C1Nc2ccc(Br)cc2C12Nc1ccccc1S2 (stereo not drawn) | 8.4
Cc1ccc(Nc2nc(C)nc(N)c2S(=O)(=O)c2ccccc2)cc1 | -6.1
CCc1c(C)nc2nncn2c1Nc1ccc(C)c(F)c1 | -11.4
CCc1ccccc1NC(=O)c1ccccc1Cl | -1.8
COc1cc(Cl)c(C)cc1NC(=O)Nc1ccc(Cl)cc1 | -2.0
COc1ccc(-c2cc(C(=O)N=C3C(=O)N(c4ccccc4)N(C)C3C)c3ccccc3n2)c(OC)c1 (stereo not drawn) | 9.4
Cc1ccc(C)c(Oc2nc3c(c(=O)n(C)c(=O)n3C)n2Cc2ccccc2)c1 | 12.8
Cc1ccc2onc(CC(=O)N(C)c3ccccc3)c2c1 | 1.4
CCOc1cc2c(cc1OCC)C(c1ccccc1OC)CC(=O)N2 (stereo not drawn) | 9.8
Cc1ccc(OC(=O)CCC(=O)Nc2ccc(C(N)=O)cc2)cc1 | 0.3
Cc1cc(C)c(C2c3c(n[nH]c3C)OC(=N)C2C#N)cc1COc1ccc(Cl)cc1 (stereo not drawn) | 12.2
C=Cc1ccc(Cn2c(C(=O)O)c(CNCc3cccs3)c3ccc(C)cc32)cc1 | -2.9
O=C(Nc1ccc(C2(c3ccc(NC(=O)c4ccccc4[N+](=O)[O-])cc3)c3ccccc3-c3ccccc32)cc1)c1ccccc1[N+](=O)[O-] | -4.1
COc1cc(C2(c3ccc(O)c(OC)c3)C(=O)N(C)c3ccc(Br)cc32)ccc1O | 2.1
COC(=O)C1=C(C(=O)OC)SC(=CC(=S)c2ccc(OC)cc2)S1 | 6.3
Cc1ccc(Nc2c(-c3ccccc3O)nc3cc(C)ccn23)cc1 | -0.5
CCN(C(=O)Cn1c(C(=O)OC)cc2sc(Cl)cc21)c1cccc(C)c1 | -0.4
COc1ccc(-c2nc(SCC(=O)NCc3nc4ccccc4n3C)n3[nH]c(=O)cc3n2)cc1 | 7.7
Cc1ccccc1C1CC(=O)Nc2ccc3ccccc3c21 (stereo not drawn) | 7.1
COc1ccc(C(=O)NNc2nc(-c3ccc4c(c3)Cc3ccccc3-4)cs2)cc1 | -3.2
CCS(=O)(=O)N1CCc2cc(C(=O)Nc3cccc(C(C)=O)c3)ccc21 | 10.8
CNC(=O)c1ccc(C2CCCN2C(=O)c2cc3c(nc2OC)CCC3)s1 (stereo not drawn) | 9.4
CCOc1ccccc1Nc1nc(N)nc(CN2CCCCC2C)n1 (stereo not drawn) | -5.5
O=C(Nc1c(-c2ccc(F)cc2)nc2ccccn12)c1ccccc1F | -10.4
Cc1cc(C)cc(NC(=O)c2cc([N+](=O)[O-])ccc2Cl)c1 | 8.5
CCOC(=O)c1ccc(NC(=O)CN2C(=O)c3cccnc3Oc3ccc(Cl)cc32)cc1 | 6.6
O=[N+]([O-])c1ccccc1Sc1c(-c2ccccc2)nc2sccn12 | -7.5
Cc1noc(-c2ccc(N(Cc3nccn3C)C(C)C)nc2)n1 | 1.1
CSc1ccccc1C(=O)NCc1c(C)ncc2c1CCN(C(=O)C13CC4CC(CC(C4)C1)C3)C2 | -8.9
COc1ccc(CN2Cc3cc(Cl)ccc3OC(C)C2)cc1OC (stereo not drawn) | 6.5
COc1ccc(N2CCN(C(=O)c3c(Cl)cccc3Cl)CC2)cc1 | 3.4
COc1cc2c(cc1OC)C(c1ccc(Cl)cc1)N(c1cccc(C#N)c1)C(=O)C2 (stereo not drawn) | 5.5
COc1ccc(Cl)cc1NC(=O)c1cccc(NC(=O)CCC(=O)O)c1 | -2.0
C=CCOc1c(Br)cc(/C=N/NC(=O)CN2CCOCC2)cc1OCC | -4.3

Structures listed so far shown as hits in RBX1-CUL1 inh.
SMILES | RBX1-CUL1 inh
CCN1/C(=C\C=C/C2C=Cc3ccccc3N2CC)C=Cc2ccccc21 (stereo not drawn) | 57.0*

The listing continues:
SMILES | RBX1-CUL1 inh
CCCCn1c(NCc2ccccn2)nc2ccccc21 | 7.5
Cc1ccc(CNC(=O)C2CCN(S(=O)(=O)c3c(C)noc3/C=C/c3c(C)cc(C)cc3C)CC2)cc1 | -4.9
Cc1ccnc(NC(=O)COc2c(C)cccc2C)c1 | -3.2
O=C(NCc1ccc(Cl)s1)C1CCCN(C2CCN(C(=O)C3CC3)CC2)C1 (stereo not drawn) | 4.3
CCn1cc(C(=O)NCCOC)c(=O)c2cc(S(=O)(=O)N3CCOCC3)ccc21 | -8.5
O=C(Oc1ccc(-n2ccnc2)cc1)c1ccco1 | 9.7
Cc1ccc2oc(C(=O)Nc3nnc(C)s3)c(C)c2c1 | -6.2
CCOC(=O)c1cnc2c(ccc3ccccc32)c1Nc1ccc(C(C)=O)cc1 | 1.5
Cn1nnnc1SCCCNCc1ccccc1OCc1ccccc1F | -2.9
CC(C)[C@H]1CN(C)CCN1C(=O)c1ccc(OC2CCN(C(=O)C3CC3)CC2)cc1 | -0.2
C=CCOc1c(Br)cc(CC2=NC(=S)N(C)C2=O)cc1OCC | -6.1
O=C(Nc1nc2ccccc2s1)c1cccnc1Cl | 0.5

Laid out differently: results already given
O=C(Oc1ccc(-n2ccnc2)cc1)c1ccco1
  RBX1-CUL1 inh: 9.7

Cc1ccc2oc(C(=O)Nc3nnc(C)s3)c(C)c2c1
  RBX1-CUL1 inh: -6.2

Additional structures.
SMILES | RBX1-CUL1 inh
O=C(O)c1cc(NCCCCN2CCN(c3ccc(F)cc3)CC2)c2c(Cl)ccc(Cl)c2n1 | 1.3
N#CCNC(=O)c1cc([N+](=O)[O-])cc([N+](=O)[O-])c1 | -1.9
Cc1ccc(Cl)cc1N1C(=O)C2C3C=CC(C3)C2C1=O (stereo not drawn) | -5.8
O=C(c1ccccc1Br)N(Cc1ccco1)C1CCS(=O)(=O)C1 (stereo not drawn) | 1.0
Cc1ccccc1OC(C)C(=O)N=C1C(=O)N(c2ccccc2)N(C)C1C (stereo not drawn) | -15.9
CC(=O)N1c2ccccc2C2(O)N=C(C)SC12 (stereo not drawn) | 43.8*
CCOc1ccc(-c2nnc(SCC(=O)c3ccc(F)cc3)n2-c2ccccc2)cc1 | -12.9
Cc1sc2c(c1C)-c1c(sc(C)c1C)C2=O | -2.4
Cc1cc(C)cc(OCc2nnc(NC(=O)c3ccc(C)c(C)c3)s2)c1 | -3.2
CCOC(=O)c1ccc(NC(=O)CCn2cnnn2)cc1 | 1.7
Cc1csc2nc(COc3ccc(NC(=O)COc4ccccc4)cc3)cc(=O)n12 | 6.9
Cc1nsc2ccc(Br)cc12 | -4.9
Cc1sc(-n2cccc2)c(C(C)NC(=O)Nc2cccc(C(F)(F)F)c2)c1C (stereo not drawn) | 9.4
COc1ccc(-c2nc(CSCC(=O)NCCc3ccc(OC)c(OC)c3)c(C)o2)cc1 | -3.2
N#Cc1ccc(NC(=O)c2sc(Cl)nc2-c2ccccc2)cc1 | 7.0
COc1ccccc1NC(=O)C(=O)c1cc(C)n(-c2ccccc2F)c1C | -7.9
c1ccc(COc2ccc(OCCOCCNC3CCCC3)cc2)cc1 | 6.2
c1ccc(N=C2SC(=NNc3ccccc3)SC2=Nc2ccccc2)cc1 | -14.4
C=CCC(=O)NC1CCCN(C2CCCCCC2)C1 (stereo not drawn) | -10.2
CN(C)CCC1CN(Cc2cnc(-c3ccccc3)s2)CCO1 (stereo not drawn) | 5.5
CCOc1ccc(OCC)c(N2C(=O)NC(=O)/C(=C\C=C\c3ccco3)C2=O)c1 | 4.1
COc1ccccc1CN1CCC2(CC1)c1ccccc1[C@@H](NC(=O)COc1ccccc1)[C@@H]2OC | 6.3
Cc1ccc(C(=O)c2cn(Cc3ccccc3F)c3cc4c(cc3c2=O)OCO4)cc1 | 3.8
COc1cccc(-n2c(=O)c3cc(OC)c(OC)cc3n(CC(=O)Nc3ccc(F)cc3)c2=O)c1 | -5.1
CN1CCc2[nH]c3ccccc3c2C1 | -7.7
Cc1cc(C)c2c(N)c(C(=O)O)sc2n1 | -1.0
N#CC1C(=N)C(C#N)(C#N)C(c2ccc(F)cc2F)C2CN(Cc3ccccc3)CC=C12 (stereo not drawn) | -3.3
Clc1ccccc1N/N=C\c1ccnc2ccccc12 | -0.5

Compounds above that have a CF3 group, in the order listed:
SMILES | RBX1-CUL1 inh
O=C(NC(=O)c1cccc(F)c1)Nc1ccc(-c2cc(C(F)(F)F)nn2-c2ccccc2)cc1 | -6.7
Cc1sc(-n2cccc2)c(C(C)NC(=O)Nc2cccc(C(F)(F)F)c2)c1C (stereo not drawn) | 9.4

High-throughput results (PubChem BioAssay)
